Screening results from PubChem BioAssay.
D2 ag – HTS Assay for Allosteric Agonists of the Human D2 Dopamine Receptor: Primary Screen for Agonists; D(2) dopamine receptor (Homo sapiens), P14416; HEK293 T-REx D2 cells, calcium flux agonist mode; activation, % at 2 µM; actives 0.53% (n = 340,000);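 active = activation over 3 SD above normal in the single-dose calcium agonist read, cut at about 30% in these data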; note: 0% is about no effect
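In this primary screen, compounds producing a positive calcium signal within 180 s of addition to tetracycline-induced, force-coupled HEK293 Trex D2 cells are flagged; cells are dye-loaded with a no-wash calcium kit beforehand.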
D1 ag – Allosteric Agonists of the Human D1 Dopamine Receptor: qHTS. HEK293 T-REx D1 cells, calcium flux, agonist mode. activation, % at 2 µM. actives 1% (n = 360,000); note: 0% is about no effect
Target sequence (P21728 whole entry, looked up): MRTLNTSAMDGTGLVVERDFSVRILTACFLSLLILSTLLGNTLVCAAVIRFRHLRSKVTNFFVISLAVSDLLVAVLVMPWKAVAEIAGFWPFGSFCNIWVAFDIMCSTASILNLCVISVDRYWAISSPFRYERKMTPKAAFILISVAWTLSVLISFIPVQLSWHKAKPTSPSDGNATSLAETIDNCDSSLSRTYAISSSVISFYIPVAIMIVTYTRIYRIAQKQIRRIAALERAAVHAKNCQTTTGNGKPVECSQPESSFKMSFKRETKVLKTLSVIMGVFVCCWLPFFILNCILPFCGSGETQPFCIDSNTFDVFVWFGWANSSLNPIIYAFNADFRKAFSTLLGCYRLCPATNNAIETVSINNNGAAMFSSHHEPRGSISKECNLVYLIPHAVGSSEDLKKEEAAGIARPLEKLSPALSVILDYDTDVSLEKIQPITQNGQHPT
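Agonism was scored from calcium flux recorded over 180 s (1 read/s) after pintool compound addition, following a 10-cycle baseline. Cells were inducible force-coupled HEK293 TREx D1, plated overnight at 30 C and loaded with no-wash calcium dye.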
D2 antag – HTS Assay for Allosteric Antagonists of the Human D2 Dopamine Receptor: Primary Screen for Antagonists. AID 485344, 2010. HEK293 TREx D2 cells, calcium flux, dopamine EC80. inhibition, % at 10 µM. actives 2% (n = 340,000). D(2) dopamine receptor (Homo sapiens), P14416; in the data active = inhibition above about 30%; note: 0% is about no effect
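In this primary screen, negative modulation is detected by tracking calcium flux after an EC80 dopamine challenge in inducible HEK293 T-REx D2 cells preexposed to test compound for 180 s.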
D2 PAM – HTS Assay for Positive Allosteric Modulators of the Human D2 Dopamine Receptor: Primary Screen for Potentiators; HEK293 T-REx D2, calcium flux, EC20 dopamine potentiation; potentiation, % at 10 µM; actives 0.34% (n = 340,000);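 active = potentiation over 3 SD above the plate norm, cut at about 30% in these data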; note: 0% is about no effect
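Calcium flux readout, no-wash dye, 1 read/s. Inducible HEK293 Trex D2 line, overnight 30 C. Compound alone 180 s (agonist flags), then EC20 dopamine, another 180 s to score potentiation.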
TRHR agonist – qHTS for Small Molecule Agonists and Allosteric Enhancers of Human TRH Receptor: Primary Screen for Agonists; Thyrotropin-releasing hormone receptor (Homo sapiens), P34981; TRHR cells, calcium flux fluo-8, FDSS agonist mode; activation, % at 2 µM; actives 0.18% (n = 360,000); AID 493084, 2011; note: 0% is about no effect
Target sequence (P34981 whole entry, looked up): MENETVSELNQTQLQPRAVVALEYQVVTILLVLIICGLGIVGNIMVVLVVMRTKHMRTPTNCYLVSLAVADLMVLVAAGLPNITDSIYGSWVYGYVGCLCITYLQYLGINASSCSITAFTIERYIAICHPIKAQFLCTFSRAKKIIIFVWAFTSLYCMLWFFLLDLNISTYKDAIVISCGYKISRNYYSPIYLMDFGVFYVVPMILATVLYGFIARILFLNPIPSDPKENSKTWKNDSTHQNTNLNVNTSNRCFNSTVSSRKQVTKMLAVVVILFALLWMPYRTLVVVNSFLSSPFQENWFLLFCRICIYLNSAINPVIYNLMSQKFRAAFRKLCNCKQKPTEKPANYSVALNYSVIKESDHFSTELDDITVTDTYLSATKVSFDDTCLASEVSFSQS
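TRHR-expressing cells loaded with fluo-8 calcium dye; 23 nL library compound pin-transferred, kinetic FDSS fluorescence (Ex 480/Em 530) recorded about 180 s for agonist-induced calcium release, before a 10 nM TRH EC20 addition for potentiator mode.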
D1 antagonist – Antagonist of Human D 1 Dopamine Receptor: qHTS; AID 504652, 2011; D(1A) dopamine receptor (Homo sapiens), P21728; activity change, negative = inhibition, % at 10 µM; actives 3.2% (n = 360,000); HEK293 TREx D1 cells, calcium flux, dopamine EC80; hits give low values; in the data active = activity change below about -30%; note: % is set by controls: 0 for no effect and ±100 for the full control effect
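Antagonism measured as reduced calcium response to an EC80 dopamine addition following 180 s compound pre-read; cells were inducible HEK293 Trex D1 plated overnight at 30 C, read kinetically at 1 cycle/sec.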
D1 potentiator – Potentiators of Human D1 Dopamine Receptor: qHTS; D(1A) dopamine receptor (Homo sapiens), P21728; actives 0.036% (n = 360,000); AID 504651, 2011; potentiation, % at 10 µM; HEK293 TREx D1 cells, calcium flux, dopamine EC20 potentiation; in the data active = potentiation above about 30%; note: 0% is about no effect
TRHR enhancer – qHTS for Small Molecule Agonists and Allosteric Enhancers of Human TRH Receptor: Primary Screen for Enhancers; enhancement, % at 2 µM; actives 0.66% (n = 360,000); AID 493056, 2011; TRHR cells, fluo-8 calcium fluorescence, EC20 TRH enhancement; in the data active = enhancement above about 30%; note: 0% is about no effect
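TRHR-expressing cells loaded with fluo-8 calcium dye were read kinetically (ex 480/em 530) during compound addition, then stimulated with an EC20 of TRH (10 nM final). Enhancement of the Gq-mediated intracellular calcium response was scored.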
RXFP1 antag – qHTS Assay for Antagonists of the Relaxin Receptor RXFP1. HEK293-RXFP1, relaxin-stimulated cAMP HTRF, 30 min; hits give low values. activity change, negative = inhibition, % at 57.5 µM. actives 0.59% (n = 350,000). AID 1259400, 2018;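 active = activity change of -60% or lower, but not beyond a set lower limit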; note: % is set by controls: 0 for no effect and ±100 for the full control effect
Active calls of the source: *; . = no result given; & = joins results of further samples. Cut-off read from the data, not from the text of the source, unless noted: active = activation above about 30%; inactive = the rest. Compounds were not picked by outcome. About 7.3% of those tested had a hit in this group.

SMILES	D2 ag	D1 ag	D2 antag	D2 PAM	TRHR agonist	D1 antagonist	D1 potentiator	TRHR enhancer	RXFP1 antag
CCc1noc(C)c1C(=O)N1CCN(S(=O)(=O)c2cccs2)CC1	0.5	0	15	6	0.0	17	-6	0	4
CCc1ccccc1NC(=O)C1COc2ccccc2O1 (configuration not stated)	-0.4	0	-6	-1	-0.6	4	14	4	-5
Cc1ccc2cc(CCNC(=O)CCCc3ccccc3)c(=O)[nH]c2c1	0.1	0	5	11	-1.0	-10	0	2	4
CN(/N=C/c1cc([N+](=O)[O-])ccc1O)c1ccccc1	3.4	2	7	3	-0.1	-12	-7	-7	-16
CCCCCC1CC(CC(=O)Nc2ccc([N+](=O)[O-])cc2)OC1=O (configuration not stated)	-0.5	1	-12	-2	0.2	-19	-5	7	22
CNC(=S)n1cnc(N)n1	2.5	1	13	-13	0.3	24	0	-2	6
O=C(COC(=O)c1cc(S(=O)(=O)N2CCOCC2)c(Cl)cc1Cl)c1ccc[nH]1	.	13	.	5	0.3	2	.	0	-18
CCOC(=O)c1ccc(CSc2nnc3cc(C)c4ccccc4n23)cc1	-1.4	4	.	10	-0.3	12	4	11	-10
Cc1ccc(CNC(=O)CCc2cn(C)c3ccccc23)cc1	-1.5&0.6	3&-2	7	11&-8	-0.4&-1.3	-7&-9	2&0	14&-6	17&-14
Nc1nc(NCc2ccco2)nc(N2CCN(Cc3ccccc3)CC2)c1[N+](=O)[O-]	-0.2	1	89*	-15	0.0	-9	-6	-5	-10
COC(=O)C1=CN(c2ccc(OC)cc2)C=C(C(=O)OC)C1c1ccc([N+](=O)[O-])cc1	-0.4	5	-13	-5	0.4	-18	1	-4	1
CC(=O)Nc1ccc(-c2csc(NNC(=O)c3ccccc3)n2)cc1	-1.4	4	23	2	-0.3	-16	-7	-1	-2

The final 4 entries of the part above come first, to join the parts.
SMILES	D2 ag	D1 ag	D2 antag	D2 PAM	TRHR agonist	D1 antagonist	D1 potentiator	TRHR enhancer	RXFP1 antag
Cc1ccc(CNC(=O)CCc2cn(C)c3ccccc23)cc1	-1.5&0.6	3&-2	7	11&-8	-0.4&-1.3	-7&-9	2&0	14&-6	17&-14
Nc1nc(NCc2ccco2)nc(N2CCN(Cc3ccccc3)CC2)c1[N+](=O)[O-]	-0.2	1	89*	-15	0.0	-9	-6	-5	-10
COC(=O)C1=CN(c2ccc(OC)cc2)C=C(C(=O)OC)C1c1ccc([N+](=O)[O-])cc1	-0.4	5	-13	-5	0.4	-18	1	-4	1
CC(=O)Nc1ccc(-c2csc(NNC(=O)c3ccccc3)n2)cc1	-1.4	4	23	2	-0.3	-16	-7	-1	-2
Cc1ccc(C(=O)N/C(=C/c2ccc(-c3cc(C(F)(F)F)ccc3Cl)o2)C(=O)NCc2cccnc2)cc1	-0.9	2	-7	1	-0.1	-19	-2	7	10
CC1(C)C2CCC1(C)C(OCC[N+](C)(C)CC(=O)OC1CCCCC1)C2 (configuration not stated)	0.7	1	23	9	-0.4	-66*	-3	16	-33
CC(C)COc1cccc(C(=O)N2CCN(C(=O)c3ccco3)CC2)c1	-0.1	0	-21	-1	0.1	4	-6	5	3
Cn1nccc1C(=O)NCc1ccc2c(c1)CCN2C(=O)c1ccc(Cl)cc1	-0.1	12	.	9	-0.4	-16	-4	2	3
Cc1noc(C)c1COc1cccc(C(=O)OCC(=O)NCCN2C(=O)CSC2=O)c1	0.0	1	-15	5	0.2	13	-1	-3	-7
N#Cc1c(-c2cccs2)nc(SCC(=O)c2cccs2)[nH]c1=O	0.9	6	16	1	2.5	2	-1	8	3
CCOC(=O)c1cc(-c2ccccc2)n(CCC(=O)N2CCN(c3ccc(OC)cc3)CC2)c1C	-1.6	1	-5	4	0.0	-5	0	10	-17
COc1cc(C2Nc3ccc4ccccc4c3C3=C2C(=O)CC(C)(C)C3)ccc1OCC(=O)O (configuration not stated)	0.7	1	-5	-5	-0.1	7	11	-4	7
Cc1ccc(C(=O)NNC(=S)Nc2cccc3ccccc23)s1	-0.6	3	-6	7	-0.1	-37*	-18	-2	10
Cc1cc2c(s1)c1cnn(Cc3ccc(F)c(F)c3F)c(=O)c1n2C	.	1	.	.	-0.6	5	10	2	.
Cn1c(SCC(=O)N(C2CCCCC2)C2CCCCC2)nnc1-c1cccs1	0.4	6	-7	5	-1.5	9	-1	-3	7
COc1c(Br)cc([N+](=O)[O-])c(OC)c1C(=O)NC(=O)Nc1c(Cl)cccc1Cl	1.6	-1	25	-4	0.2	2	1	-6	-30
Cc1ccc(C(=O)NCCOC23CC4CC(CC(C4)C2)C3)cc1	-0.2	-1	-3	15	-0.1	17	5	6	-28
CCOn1c(=O)c(-c2ccccc2)[n+]([O-])c2ccccc21	2.3	2	0	9	0.4	1	5	2	3
O=C(COC(=O)c1cccs1)NCc1ccc2c(c1)OCO2	0.9	1	-5	-1	-0.7	0	-2	4	2
O=C(COc1ccc(Cl)cc1Cl)NN1C(=O)C2C3C=CC(C3)C2C1=O (configuration not stated)	0.0	1	1	0	0.1	7	0	2	5
Cc1ccc(S(=O)(=O)Cn2nnnc2CN2CCN(Cc3ccc4c(c3)OCO4)CC2)cc1	0.0	-1	-5	-21	-1.2	-12	-2	2	-9
N#C[C@H]1[C@H](c2ccccc2)[C@](C#N)(C(=O)c2ccccc2)[C@@H]2C=Cc3ccccc3N21	-0.4	0	7	14	0.0	-5	0	-4	.
COc1cc(/C=C/c2nc(N)nc(-c3ccccc3O)n2)cc(OC)c1OC	0.4	0	0	4	1.0	-16	-3	0	-21
Cc1ccc(NC(=O)c2nnn(Cc3ccccc3)c2N)cc1C	-0.6	0	.	1	-0.8	14	-2	-13	.
O=c1cc(Nc2ccc3c(c2)OCCO3)[nH]c(=O)n1C1CCCCC1	0.7	11	10	6	1.0	8	1	5	0
O=C(CCS(=O)(=O)c1ccc(Br)cc1)Nc1ccc(Cl)cc1F	-0.3	-2	-21	-15	0.1	2	0	-1	-1
CC(=O)c1cccc(NC(=O)COC(=O)CCc2ccc(S(=O)(=O)N3CCOCC3)cc2)c1	0.4	4	-31	-16	0.2	-9	0	-4	3
COc1ccc(CCNC(=O)c2cc3c(=O)n4ccccc4nc3n(CCCN3CCOCC3)c2=N)cc1	0.2	0	5	-6	0.3	-17	-3	-2	4

Some of these compounds in order of the D1 antagonist value, high to low.
structure	D1 antagonist
Cc1ccc(NC(=O)c2nnn(Cc3ccccc3)c2N)cc1C	14
CCOn1c(=O)c(-c2ccccc2)[n+]([O-])c2ccccc21	1
CC(=O)c1cccc(NC(=O)COC(=O)CCc2ccc(S(=O)(=O)N3CCOCC3)cc2)c1	-9

Other compounds.
SMILES	D2 ag	D1 ag	D2 antag	D2 PAM	TRHR agonist	D1 antagonist	D1 potentiator	TRHR enhancer	RXFP1 antag
O=C(c1cn(-c2ccccc2)nc1-c1cccs1)N1CCN(c2ccccn2)CC1	0.1	2	-4	-3	0.0	10	0	0	-18
CCCCNS(=O)(=O)c1ccc(NC(=O)C(Sc2ccccc2)c2ccccc2)cc1 (configuration not stated)	1.7	13	-4	3	27	15	-4	2	22
COC(=O)c1cnc(Oc2c(Cl)cc(N)cc2Cl)cc1C(F)(F)F	-0.8	1	-5	-1	0.2	2	-4	4	-6
CS(=O)(=O)N1CCC(N2CCN(Cc3ccccc3)C(=O)C2=O)CC1	0.8	3	.	1	0.2	0	-1	-7	-3
CC(C)C(CCNC(=O)CN1C(=O)c2ccccc2C1=O)c1ccco1 (configuration not stated)	-0.7	0	1	-4	-0.7	18	-2	2	-6
Cc1ccccc1OCC(=O)Nc1ccc2c(c1)OCCO2	-0.1	3	-9	-2	-0.3	9	-3	1	0
FC(F)(F)c1cccc(NC(=S)NCC(c2cccnc2)N2CCOCC2)c1 (configuration not stated)	-0.4	2	-10	-10	0.7	9	10	3	-7
O=C(CSc1nc2ccccc2o1)Nc1cc(C(F)(F)F)ccc1N1CCOCC1	0.0	1	-3	-1	-0.1	-11	-2	-9	-2
CC(C)N(C(C)C)S(=O)(=O)c1ccc(NC(=O)c2cnccn2)cc1	-1.7	1	8	4	0.1	-5	10	-4	4
COC(=O)c1c(NC(=O)CCCOc2cccc(C)c2)sc2c1CCC2	-0.5	11	.	-6	0.2	13	5	-3	.
O=C(Cc1ccccc1)N1CCN(c2ncccn2)CC1	0.2	1	0	1	-0.8	-2	-3	-5	-9
COc1ccccc1NC(=O)c1c(O)c2ccccc2[nH]c1=O	-3.7	1	28	17	-1.0	3	-4	-10	9
CNc1nc(N)c([N+](=O)[O-])c(NCC2CCCO2)n1 (configuration not stated)	2.4	1	8	7	-0.1	15	1	2	0
COc1ccc(NC(=O)C2CCC(CNc3c(N4CCCCC4)c(=O)c3=O)CC2)c(OC)c1 (configuration not stated)	-0.6	6	-4	2	-0.2	-19	-2	8	-8
COc1cc(OC)cc(C(=O)Nc2ccc(S(=O)(=O)N(C)C)cc2)c1	-1.7	3	-13	-6	0.5	-2	0	3	-1
CCOC(=O)c1c(C)[nH]c(=S)c(C#N)c1-c1ccc(OC)cc1	-0.6	2	9	-7	1.1	-9	-9	9	-9
Cc1ccc(NC(=O)C2CCCN2C(=O)c2cccs2)cc1C (configuration not stated)	0.3	1	-14	9	0.0	19	-8	10	3
O=C(Nc1ccc(F)cc1F)N1CCN(c2ncccn2)CC1	1.8	0	3	1	0.1	-1	3	1	-5
O=C(CC1C(=O)NCCN1Cc1cccc(Oc2ccccc2)c1)NCCCn1cccn1 (configuration not stated)	-0.1	6	4	7	0.2	1	-5	4	-29
Cc1ccc(C(=O)NC(=S)N2CCN(C)CC2)cc1	-0.1	2	6	5	0.2	4	-9	6	3
Cc1cc(C(=O)CSc2nc(N)cc(N)n2)c(C)n1C1CC1	-0.2	2	1	19	0.7	-19	-1	-4	-4
COC(=O)c1ccc(NC(=O)CN2CCN(CCO)CC2)cc1	-0.4	2	33*	-11	0.0	11	8	-1	3
CC(C)(C)c1cc(NC(=O)c2cc(F)c(F)c(F)c2F)no1	.	1	.	-8	0.5	2	-3	-7	-12
COc1ccccc1NC1=C(Cl)C(=O)N(c2ccccc2)C1=O	-1.0	1	-5	16	-0.2	-21	-4	-2	-4
CC(C)c1ccc(NC(=O)C2CCCN(S(=O)(=O)c3cccc4cccnc34)C2)cc1 (configuration not stated)	1.4	4	.	17	0.4	-3	4	4	-9
O=C(Nc1cccc(F)c1)Nc1ccc2c(c1)OCO2	0.9	11	1	9	1.8	-4	-6	2	0
Cc1ccc(-c2nc(CN(Cc3cnn(C)c3)C(C)C)c(C)o2)o1	0.4	3	-18	5	0.7	4	-1	-3	10
